Screening results (PubChem BioAssay)
hERG WT inh = blocks the wildtype human KCNH2 potassium channel. Q12809. hit rate 0.37% among 340,000. activity change, % at 1.84 µM. AID 720551. U2OS, BacMam KCNH2, thallium flux FluxOr; hits give low values;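 active means maximum activity change below -70%; inconclusive means maximum activity change between -70% and -50%; inactive means maximum activity change above -50%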; further: on the % scale 0 is the no-effect control and ±100 the full control effect
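U2OS cells were transduced with wild-type KCNH2 virus (2.03 x 10^8 / mL) for 4 h at room temperature, then cultured overnight at 37 C. Thallium flux was read with FluxOr dye. Rate constants were normalized to DMSO controls.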
Menin MLL FP TR = inhibitors of human menin-MLL interaction, mutant MLL peptide; hit rate 0.23% among 270,000; Potency, µM (highest dose often 61.6 µM), without a hit: at the top dose FP activity change, negative = inhibition, usual class: inhibitors; O00255; Menin + Texas Red MLL mutant peptide, fluorescence polarization; active means well fitted inhibition curve with a large enough effect in the polarisation, with a control signal flat, not every such curve was filed as active; inconclusive means small, poorly fitted or top-dose-only effect, or effect the other way, or a change in a side signal; inactive means no such curve, though single readings can be large or run the other way; the % refers to the polarisation; further: potency means the concentration at half of the fitted maximal effect; % of control where 0% means no effect; many of its hits are not listed in these tables
TRPV1 agonist = activates the human vanilloid receptor TRPV1. Q8NER1. TRPV1-expressing cells, Fluo-8 calcium influx, agonist mode. activation, % at 8.33 µM. hit rate 0.19% among 320,000; in the data active means activation above about 80%; inconclusive means between about 30% and that limit; further: 0% is about no effect
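Cells expressing TRPV1 were dye-loaded with Fluo-8 and read kinetically: 10 s baseline, 3 min after compound (agonist portion), then 2 min after EC20 capsaicin (allosteric enhancer portion). Calcium-bound dye fluorescence at 480/520 nm.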
Giardia kill = kills Giardia lamblia; Giardia lamblia trophozoite viability; activity change, % at 7.66 µM, hits read low; hit rate 0.15% among 340,000; AID 540267; in the data active means activity change below about -80%; inconclusive means between about -30% and that limit;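 further: parasites exposed to compound for two days anaerobically before the ATP read; on the % scale 0 is the no-effect control and ±100 the full control effect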
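Trophozoite viability was measured as ATP-dependent luminescence, read 15-30 min after reagent addition. Before that, parasites at 100 cells/well were exposed to compounds for 48 h, anaerobically, at 37 deg C.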
FBPA coupling cs = counter-screen for Giardia aldolase inhibitors: coupling enzyme system; hit rate 0.67% among 290,000; AID 2472; activity change, negative = inhibition, % at 58.2 µM, hits read low; coupling enzyme system counterscreen, AmpLite Red fluorescence; in the data active means activity change below about -30%; further: on the % scale 0 is the no-effect control and ±100 the full control effect
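Final compound at 57.5 uM, incubated 10 min at RT with coupling enzyme reagent (glyceraldehyde-3-phosphate), then 20 min with substrate and AmpLite Red detection. Fluorescence read at 525/598 nm; tests interference with the coupling assay, not aldolase inhibition.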
GALK inh = galactokinase (human) inhibition. P51570. Purified GALK, Kinase-Glo residual ATP luminescence. AID 1868. hit rate 0.007% among 270,000. Potency, µM (titrated, usually from 57.5 µM), for the others: top-dose activity change, negative = inhibition, usual class: inhibitors; further: potency means the concentration at half of the fitted maximal effect; on the % scale 0 is the no-effect control and ±100 the full control effect
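Human GALK (5 nM) with 35 uM ATP and 100 uM galactose in 20 mM HEPES pH 8.0, 5 mM MgCl2, 60 mM NaCl, 1 mM DTT, 0.01% BSA. After 1 h at room temperature, leftover ATP was read by Kinase-Glo Plus luminescence.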
B2AR arrestin = agonists driving beta-arrestin recruitment to human beta2-adrenergic receptor; beta-arrestin recruitment to beta2AR, cell-based reporter; P07550; hit rate 0.02% among 330,000; Potency, µM (series often up to 46.1 µM), for the others: top-dose activation, most hits filed as activators;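 further: potency means the concentration at half of the fitted maximal effect; 0% = DMSO controls and full agonism = EC100 isoproterenol or metaproterenol; nearly all actives have a fitted effect of over 65% in size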
PKM2 activator = activators of human pyruvate kinase M2 | purified PKM2, Kinase-Glo ATP luminescence, activation; response scale: 0% is enzyme alone, no compound | Potency, µM (titrated, usually from 57.5 µM), inactives show top-dose activation, usual class: activators | hit rate 0.34% among 260,000; further: potency means the concentration at half of the fitted maximal effect; on the % scale 0 is the no-effect control and ±100 the full control effect; nearly all actives have a fitted effect of over 55% in size
Target sequence (P14618 whole entry, looked up): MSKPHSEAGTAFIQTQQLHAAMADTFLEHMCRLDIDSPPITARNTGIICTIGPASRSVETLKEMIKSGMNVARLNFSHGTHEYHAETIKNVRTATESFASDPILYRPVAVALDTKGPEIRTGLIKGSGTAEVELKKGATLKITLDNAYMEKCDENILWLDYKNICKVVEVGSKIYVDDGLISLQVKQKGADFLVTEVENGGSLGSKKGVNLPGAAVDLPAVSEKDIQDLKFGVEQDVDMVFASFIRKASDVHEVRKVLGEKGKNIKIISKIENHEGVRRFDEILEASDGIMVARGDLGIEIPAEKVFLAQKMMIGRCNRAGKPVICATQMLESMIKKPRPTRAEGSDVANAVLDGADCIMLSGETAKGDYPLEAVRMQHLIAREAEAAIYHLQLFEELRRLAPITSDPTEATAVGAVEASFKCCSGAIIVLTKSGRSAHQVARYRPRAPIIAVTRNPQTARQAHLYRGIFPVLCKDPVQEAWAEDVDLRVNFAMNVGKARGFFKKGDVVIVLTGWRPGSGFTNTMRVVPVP
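hPK-M2, >95% pure; 0.1 mM ADP / 0.5 mM PEP final; imidazole pH7.2 buffer w/ 7 mM MgCl2, 50 mM KCl; 1 h RT; Kinase-Glo lum. Intermediate enzyme activity for dual inhibitor/activator qHTS.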
CXXC DNA block = blocks binding of human MLL CXXC domain to DNA; hit rate 0.037% among 290,000; MLL-CXXC / FITC-HOXA9 DNA fluorescence polarization; Potency, µM (top dose mostly 115 µM), for inactives: at the top dose activity change, negative = inhibition, actives largely listed as inhibitors; AID 2662; Q03164; active means well fitted inhibition curve with a large enough effect in the polarisation, with a control signal flat, not every such curve was filed as active; inconclusive means small, poorly fitted or top-dose-only effect, or effect the other way, or a change in a side signal; inactive means no such curve, though single readings can be large or run the other way; the % refers to the polarisation; further: potency means the concentration at half of the fitted maximal effect
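Purified MLL-CXXC (added from a 7 uM solution) was preincubated 5 min at ambient with pinned compounds in 50 mM Tris-HCl pH 7.5, 50 mM NaCl, 1 mM DTT, 0.05% BSA. Fluorescein-labeled HOX-A9 DNA (50 nM solution) followed, 30 min, then polarization read.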
KCNH2 3.1 block = KCNH2 3.1 (human) potassium channel inhibition; U2OS KCNH2 3.1, thallium flux FluxOr; hits give low values; activity change, % (tested at about 1.8 µM); hit rate 0.95% among 340,000;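 active means maximum activity change below -70%; inconclusive means maximum activity change from -70% to -50%; inactive means maximum activity change above -50%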;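 further: thallium influx rate constant from kinetic fluorescence after stimulation buffer; on the % scale 0 is the no-effect control and ±100 the full control effect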
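Channel expression came from 3.1 mutant virus (1.77 x 10^8 /mL) applied to suspended U2OS cells for 4 h. Flux was tracked with FluxOr dye plus Red40 quencher, and kinetic rate constants normalized to controls.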
USP2a inh = USP2a (human) protease inhibition; AID 463254; Potency, µM (top dose mostly 38.3 µM), inactives show at the highest dose activity change, negative = inhibition, actives largely listed as inhibitors; O75604; hit rate 0.01% among 330,000; USP2 core, Ub-CHOP2 coupled fluorogenic reporter, 485/531;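 further: potency means the concentration at half of the fitted maximal effect; plate controls were DMSO wells for no effect and full inhibition by NEM control for full effect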
Target sequence (O75604 whole entry, looked up): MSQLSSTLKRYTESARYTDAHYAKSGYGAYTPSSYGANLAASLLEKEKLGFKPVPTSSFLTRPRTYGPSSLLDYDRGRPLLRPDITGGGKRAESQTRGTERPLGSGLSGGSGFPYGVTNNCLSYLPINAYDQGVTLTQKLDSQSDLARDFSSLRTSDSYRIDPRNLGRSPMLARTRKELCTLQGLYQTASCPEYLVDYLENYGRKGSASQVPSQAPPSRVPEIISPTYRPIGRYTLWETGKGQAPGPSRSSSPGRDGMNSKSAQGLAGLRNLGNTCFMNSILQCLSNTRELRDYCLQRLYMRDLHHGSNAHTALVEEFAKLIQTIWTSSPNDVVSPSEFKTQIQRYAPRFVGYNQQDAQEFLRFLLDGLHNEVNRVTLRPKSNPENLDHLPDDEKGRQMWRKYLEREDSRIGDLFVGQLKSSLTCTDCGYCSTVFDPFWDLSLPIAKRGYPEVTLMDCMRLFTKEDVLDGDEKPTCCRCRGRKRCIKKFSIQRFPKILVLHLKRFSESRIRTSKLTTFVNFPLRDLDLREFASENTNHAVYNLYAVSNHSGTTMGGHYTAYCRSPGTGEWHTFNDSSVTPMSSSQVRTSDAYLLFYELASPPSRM
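Cell-free coupled assay: 10nM USP2 core preincubated 30min RT with compound in Tris-HCl pH 8.0/CaCl2/CHAPS buffer, then 25nM Ub-CHOP2 and 25nM reporter substrate; fluorescence (Ex 485/Em 531) read after 60min RT, normalized to NEM inhibition, concentration-response curves fitted.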
* marks the source's active call; other numbers are inactive results; ? = inconclusive; . = no result given; [ ] = dose if it differs, or a comment. Unless noted, the call rests on the fitted dose curve; in most records, active means well fitted curve in the direction sought with a large enough effect; inconclusive means small, poorly fitted or top-dose-only effect, or another doubt; inactive means no such curve, though single readings can be large; an effect the other way counts as inactive or inconclusive. Some of the compounds tested; count on the stated rates, not on these rows.

SMILES	hERG WT inh	Menin MLL FP TR	TRPV1 agonist	Giardia kill	FBPA coupling cs	GALK inh	B2AR arrestin	PKM2 activator	CXXC DNA block	KCNH2 3.1 block	USP2a inh
CN(C(=O)c1ccc(S(=O)(=O)c2cccc(Cl)c2)c([N+](=O)[O-])c1)C1CCCCC1	14	-2%	4	-15	-2	-1%	0.2%	2%	1%	-23	0%
COc1cccc(NC(=O)CN(C)CC(=O)Nc2ccc3c(c2)CCC3)c1	-4	22%	13	-7	5	9%	0.0%	7%	10%	5	3%
O=C(Nc1cccc(Cl)c1)Nc1ccc2nccnc2c1	4	?	-1	3	-1	1%	0.6%	.	-9%	-6	1%
CC(C)(C)OC(=O)N1CCC(c2cc(=O)n3[nH]cc(C(=O)Nc4ccc(F)c(Cl)c4)c3n2)CC1	-14	.	15	4	6	-10%	-0.6%	1%	20%	-14	3%
CS(=O)(=O)N(CC(=O)NCCC1=CCCCC1)c1cccc([N+](=O)[O-])c1	-14	2%	3	?	-2	-1%	-0.1%	0%	0%	1	-1%
Fc1ccccc1N1CCN(C(c2cccs2)c2nnnn2CCc2ccccc2)CC1 (stereo unspecified)	4	-5%	1	-1	-3	-1%	0.4%	-1%	-9%	2	-4%
O=C(CSc1nc2ccccc2[nH]1)N1CCN(c2ccc(F)cc2)CC1	16	1%	0	-6	1	-3%	-0.1%	-6%	1%	4	-3%
COc1cc(/C=N/Nc2ccccn2)ccc1OCC(C)C	-2	?	28	-1	-5	1%	-0.2%	-3%	2%	-7	1%
CCNC(=O)C(=O)NCC(c1ccc2c(c1)OCO2)N1CCOCC1 (stereo unspecified)	1	-11%	-2	11	0	2%	-0.4%	2%[0.46 µM]	-5%	30	3%
CC(C)CCC(C)NC(=O)c1ccc2nccnc2c1 (stereo unspecified)	-3	-3%	-10	2	3	1%	0.3%	0%	7%	20	-5%
CCOCCCNC(=O)c1cc(=O)n(Cc2cccc(C)c2)c2ccccc12	-15	-11%	19	-9	3	10%	0.1%	.	8%	3	2%
CNC(=S)N(CCc1c(C)[nH]c2ccc(OC)cc12)Cc1ccco1	-5	?	4	-3	0	0%	-0.4%	.	6%	-16	4%
COc1ccc(C(=O)NCCS(=O)(=O)NCC2CCCO2)cc1 (stereo unspecified)	-5	.	0	8	.	.	0.1%	.	.	-3	1%
C[C@]12C(=O)N(c3ccc(C(F)(F)F)cc3)C(=O)N1[C@@H]1c3ccccc3OC[C@@H]1[C@H]2c1ccccc1	0	-1%	8	-5	-3	.	0.0%	0%	-2%	-37	2%
CC1C(=O)N2CCCc3cc(S(=O)(=O)Nc4ccccc4C(N)=O)cc1c32 (stereo unspecified)	1	.	2	1	.	.	0.0%	.	.	-8	2%
COCCCn1c(-c2cccs2)nc2nc3ccccc3nc21	-2	.	1	?	-4	.	-0.4%	-1%	2%	-6	-4%
COc1cccc(N2C(=O)N(c3ccccc3)C3CS(=O)(=O)CC32)c1 (stereo unspecified)	-10	19%	4	-17	2	0%	-0.9%	1%	0%	-4	1%
CCOC(=O)Cn1nnnc1C(CC)N(Cc1cc2c(C)cc(C)cc2[nH]c1=O)C1CCCC1 (stereo unspecified)	.	-7%	2	.	-3	-3%	0.0%	-6%	-3%	.	1%
Cc1cc(COc2ccccc2OCCN2CCN(C)CC2)no1	17	5%	1	45[activator]	0	-4%	-0.7%	-5%	1%	-6	3%
Cc1cccc(NC(=O)c2ccc(C3SCC(=O)N3CCc3ccccc3)cc2)c1 (stereo unspecified)	7	19%	3	-2	0	0%	-0.5%	5%	6%	-40	2%
NS(=O)(=O)c1ccc(NC(=O)C2Cc3ccccc3CN2C(=O)c2ccco2)cc1 (stereo unspecified)	15	14%	3	5	1	4%	0.9%	5%	-8%	6	-3%
COc1ccc(CNC(=O)C2Cc3ccccc3CN2C(=O)c2ccco2)cc1 (stereo unspecified)	5	1%	1	-13	5	-2%	-0.9%	5%	-3%	-3	1%
CCOc1ccc(/C=N/NC(=O)CC(=O)NCc2ccccc2)cc1	12	12%	-4	-27	5	-1%	0.0%	2%	-9%	-9	0%
O=c1ncn(-c2ccccc2F)c2ncccc12	-7	-13%	-2	14	2	.	-0.5%	-2%	4%	-4	0%
CCOC(=O)c1sc(NC(=O)CCC(=O)O)nc1C	1	-9%	-2	-15	3	1%	0.0%	3%	-4%	2	0%
SMILES	hERG WT inh	Menin MLL FP TR	TRPV1 agonist	Giardia kill	FBPA coupling cs	GALK inh	B2AR arrestin	PKM2 activator	CXXC DNA block	KCNH2 3.1 block	USP2a inh
COCC(=O)N(Cc1ccccc1)c1ccccn1	-1	0%	2	-4	0	-4%	-0.4%	2%	-3%	-1	1%
O=C(COC(=O)CN1C(=O)c2ccccc2C1=O)NC1CCCCC1	1	7%	1	27	2	0%	0.1%	0%	41%[activator]	-5	1%
COc1ccc(C(=O)NCCS(=O)(=O)N2CCc3ccccc3C2)c(OC)c1	-36	.	11	7	.	.	0.5%	.	.	15	1%
Cc1cc(NC(=O)CN2C(=O)c3ccccc3S2(=O)=O)no1	0	?	-2	7	0	-8%	7.9%	2%	0%	-5	4%
O=C(NCCCN1CCOCC1)c1cc2c(s1)-c1ccccc1OC2	6	-2%	6	9	2	2%	-0.7%	.	-13%	-9	-1%
CN(C)S(=O)(=O)N1CCN(c2ccc(Cl)cc2)CC1	16	34%[activator]	3	-20	3	-2%	0.4%	-1%	0%	-2	0%
Cc1cnc(C(=O)OCC(=O)Nc2ccc(Oc3ccccc3)cc2)cn1	-6	23%	18	7	4	0%	-0.4%	-3%	14%	35	-4%
CN(C(=O)c1ccc(NC(=O)C2CCCN(C(=O)OC(C)(C)C)C2)cc1)C1CCC1 (stereo unspecified)	1	.	.	10	.	.	-0.3%	.	.	5	0%
CC(C)Cn1c(=O)c2c(nc3n2CC(C)CN3Cc2ccccc2)n(C)c1=O (stereo unspecified)	2	-6%	29	-8	0	-1%	0.5%	1%[0.46 µM]	-2%	-10	-2%
CCn1c(COc2ccccc2OC)nnc1SCC#N	-3	?	-1	-12	-2	-1%	-0.2%	-3%	-1%	1	1%
CCCn1nc(C(=O)OCc2nc(N)nc(Nc3ccccc3C)n2)c2ccccc2c1=O	-25	.	1	0	.	.	-0.2%	.	.	-2	1%
COc1cc(C(=O)OCC(=O)Nc2ccc3c(c2)OC(F)(F)O3)ccc1OCc1c(C)noc1C	3	-10%	0	-5	3	1%	-0.3%	0%	-3%	-21	-10%
O=C(CSc1nncc2ccccc12)Nc1ccc(C(=O)O)cc1	0	.	-4	-1	.	-1%	-0.9%	.	10%	16	0%
Cc1cc(NC(=O)COC(=O)CNC(=O)c2cccs2)c([N+](=O)[O-])cc1C	-1	.	14	4	.	.	0.0%	.	.	4	2%
O=C(NCc1ccc2c(c1)OCO2)C1CCCN1C(=O)Nc1cccc(F)c1 (stereo unspecified)	-32	0%	-2	-8	3	-4%	0.2%	1%	-5%	-5	2%
COc1cccc(CN(C)C(=O)c2cc(-c3ccc(OC)c(OC)c3)nc3ccccc23)c1	-15	.	-1	-10	.	7%	-0.4%	4%	10%	-1	3%
Cc1ccc(OCCN2CCN(C(=O)CCC(=O)Nc3nnc(CC(C)C)s3)CC2)cc1	14	.	2	9	3	3%	-0.7%	-9%	-14%	-1	1%
Cc1ccn2c(NC3CCCC3)c(-c3ccsc3)nc2c1	2	-26%	?	-2	0	3%	0.5%	7%	16%	-1	3%
O=C(NC(=O)c1ccccc1)NC1(C(F)(F)F)OCCO1	.	-1%[11.7 µM]	.	.	7	2%	0.5%	2%	7%	.	2%
CCCc1cc(Nc2ccccc2)n2ncnc2n1	-2	11%	1	-7	2	-2%	0.1%	-6%	-4%	5	2%
O=C(NCc1ccco1)c1ccc2c(c1)N(Cc1ccccc1)C(=O)CS2=O (stereo unspecified)	3	4%	0	-6	-1	-1%	-1.0%	8%	-1%	2	5%
ON(Cc1c(F)cccc1Cl)Cc1c(F)cccc1Cl	1	.	2	1	-3	.	-0.8%	1%	-12%	-114*	-1%
CC(C)NC(=O)Cn1cc(C#N)c2cc(Br)ccc21	-12	1%	6	-19	3	-2%	0.2%	-4%	8%	-3	0%
CCOc1cccc(NC(=O)Cn2nc(-c3ccc4c(c3)OCCO4)ccc2=O)c1	-5	-6%	2	5	4	-1%	0.0%	28%	14%	8	-2%
Cc1cccc(-c2nc3c(c(SCC(=O)N4CCOCC4)n2)COC(C)(C)C3)c1	-5	.	?	-2	.	-8%	0.0%	.	-4%	6	0%
Cc1ccc(C)c(OCCC(=O)OCC(=O)N2c3ccccc3NC(=O)C2(C)C)c1	-21	.	-3	5	.	.	-1.6%	.	.	9	0%
